Screening data deposited in PubChem by several laboratories.
Platelet DG rel = platelet dense granule release activity; human platelet-rich plasma, SFLLRN dense granule ATP release, luminescence; inhibition, %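 (compounds screened at 7.5 µM in platelet-rich plasma)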; actives 0.22% (n = 300,000); AID 1663;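 active means mean replicate score, as percent of positive control, at or above 50; inconclusive means mean below 50 but at least one replicate at or above 50; inactive means mean and every replicate below 50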
DYRK1A inh = Dyrk1A (rat) kinase inhibition; Q63470; ADP-Glo luminescence, NFATc1 peptide; inhibition, % at 12.5 µM; actives 0.43% (n = 310,000); in the data active means inhibition above about 50%;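 further: plate controls were vehicle with enzyme for no effect and no enzyme for full effect; many of its hits are not listed in these tables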
GSK3 alpha inh = blocks human GSK-3 alpha kinase | P49840 | actives 0.1% (n = 320,000) | inhibition, % at 10 µM | ADP-Glo luminescence, 60 min;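 in the data active means inhibition above about 50%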;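 further: GST-tagged GSK-3 alpha with peptide substrate and 25 µM ATP; 0% = DMSO neutral wells and 100% = GW8510 positive control wells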
Target sequence (P49840 whole entry, looked up): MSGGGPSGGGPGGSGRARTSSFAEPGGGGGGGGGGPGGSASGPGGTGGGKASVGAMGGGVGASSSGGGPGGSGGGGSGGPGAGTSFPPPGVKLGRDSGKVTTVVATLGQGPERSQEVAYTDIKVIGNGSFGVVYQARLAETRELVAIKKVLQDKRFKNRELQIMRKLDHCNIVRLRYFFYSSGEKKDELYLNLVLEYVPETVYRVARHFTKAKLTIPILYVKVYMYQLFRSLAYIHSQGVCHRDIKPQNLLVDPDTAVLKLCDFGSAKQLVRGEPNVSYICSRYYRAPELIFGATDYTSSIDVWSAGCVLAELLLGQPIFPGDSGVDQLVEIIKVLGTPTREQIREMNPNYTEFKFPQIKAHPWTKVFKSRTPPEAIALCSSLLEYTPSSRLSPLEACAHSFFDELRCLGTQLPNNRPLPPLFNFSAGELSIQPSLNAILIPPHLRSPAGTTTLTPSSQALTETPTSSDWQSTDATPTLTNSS
HDAC3 inh = human HDAC3 inhibition; O15379; recombinant HDAC3, fluorogenic peptide/trypsin coupled, fluorescence; inhibition, % at 8.3 µM; actives 0.15% (n = 320,000); AID 2718; in the data active means inhibition above about 26%, passing the limit was not always enough; inconclusive means no clear call, values can overlap the other calls
PolyA inh = blocks polyadenylation in yeast reporter cells; S. cerevisiae SKY197-pL101 polyadenylation reporter, beta-gal luminescence; efflux-impaired pdr1/pdr3 knockout yeast; score 100 = 6 SD above DMSO; calls only at 12 µM; actives 0.02% (n = 300,000); AID 1875;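 active means lowest replicate activity score at least 50, where 100 means six control SD above control mean; inconclusive means lowest score under 50 but half or more replicates reach 50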;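 further: yeast exposed to compound for 9 h at 30 °C; higher score means more reporter readthrough which indicates perturbed polyadenylation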
HSF-1 act = increases HSF-1 driven luciferase reporter signal | NIH3T3-HGL HSF-1 luciferase reporter, MG132, 8 h; 100% = twice DMSO control signal | activation, % at 9 µM | actives 1.7% (n = 300,000) | AID 504408;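 active means mean replicate activation of at least 50% with a set share of replicates each reaching 50%; inconclusive means only one of those two conditions met; inactive means mean below 50% and too few replicates reaching it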;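 further: 0% = median of the neutral control wells and 100% = twice that signal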
AI-2 QS mod = Vibrio harveyi AI-2 quorum sensing modulation | Vibrio harveyi JMH597 AI-2 luminescence/OD600 ratio, 9 h; stronger effect = lower value; strain lacks LuxN and CqsS sensors; 0 = neutral-control median | activity change, % at 7.5 µM | actives 0.4% (n = 300,000) | AID 2094; in the data active means activity change below about -75%, passing the limit was not always enough; inconclusive means no clear call, values can overlap the other calls;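 further: luminescence divided by OD600 gain over 9 h not by final OD600 alone; inactives centre near 13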
HSP90 refold inh = blocks HSP90-mediated luciferase refolding in reticulocyte lysate; AID 1789; actives 0.91% (n = 290,000); inhibition, % at 5.6 µM; Rabbit reticulocyte lysate, luciferase refolding luminescence, 3 h;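 active means inhibition above the screen-wide mean plus 3 SD, computed separately per campaign, cut at about 16% in these data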;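 further: 0% = DMSO wells and 100% = 60 µM geldanamycin wells; inhibitors lower the luminescence because luciferase stays unfolded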
GSK3beta inhib = blocks human GSK3beta kinase activity. activity score (negative = inhibition), % at 10 µM. GST-GSK3beta kinase, ADP-Glo luminescence, 60 min; stronger effect = lower value. actives 0.038% (n = 300,000);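 active means more than half of replicate wells score below -50%, meaning over 50% inhibition versus plate controls; inconclusive means some replicates but at most half score below -50%; inactive means no replicate scores below -50%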;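 further: 0% = median DMSO wells and -100% = median GW8510 positive control wells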
Target sequence (P49841 whole entry, looked up): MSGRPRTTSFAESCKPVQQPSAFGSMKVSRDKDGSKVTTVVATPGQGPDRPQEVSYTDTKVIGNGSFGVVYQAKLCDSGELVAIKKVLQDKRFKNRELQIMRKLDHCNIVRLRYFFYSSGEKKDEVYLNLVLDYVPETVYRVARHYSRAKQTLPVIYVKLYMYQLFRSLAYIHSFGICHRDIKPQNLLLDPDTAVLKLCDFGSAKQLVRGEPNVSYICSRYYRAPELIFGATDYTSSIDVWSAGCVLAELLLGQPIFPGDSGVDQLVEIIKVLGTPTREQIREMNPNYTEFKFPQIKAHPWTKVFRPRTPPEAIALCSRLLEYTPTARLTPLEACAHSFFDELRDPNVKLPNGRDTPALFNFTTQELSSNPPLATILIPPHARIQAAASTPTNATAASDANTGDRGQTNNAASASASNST
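Test system: GST-tagged human GSK3beta kinase, cell-free; evaluation: activity score scaled between in-plate DMSO and GW8510 controls; measured by: ADP-Glo luminescence; incubation: 60 min reaction, RT; benchmarks: DMSO and 20 µM GW8510; reagent: peptide substrate plus 25 µM ATP (final); medium: Tris/MgCl2 kinase buffer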
HSF1 inhib = HSF1 inhibition. NIH3T3-HGL HSE-luciferase, MG132-induced, luminescence 8 h; stronger effect = lower value. activity change, negative = inhibition, % at 7.5 µM (by protocol). actives 0.77% (n = 300,000). AID 2098;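 active means more than half of replicate wells show activity change below -50%, luminescence cut by over half; inconclusive means some wells, but at most half, below -50%; inactive means no replicate well below -50%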;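 further: luciferase reports HSF-1 transcriptional activity via heat shock element; 0% = median of DMSO wells and -100% = zero luminescence signal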
* marks the source's active call; other numbers are inactive results; i = inactive; ? = inconclusive; · = no result given. Some of the compounds tested; the hit share may differ from the screen's.

The first 9 compounds, to show the layout:
SMILES	Platelet DG rel	DYRK1A inh	GSK3 alpha inh	HDAC3 inh	PolyA inh	HSF-1 act	AI-2 QS mod	HSP90 refold inh	GSK3beta inhib	HSF1 inhib
Cc1ccc(-c2nc3ccsc3c(=O)[nH]2)cc1	1.7	-1.1	-0.2	-3.9	i	41.5	12.3	-1.8	0.4	8.2
Cc1ccc(C)n1-c1ccccc1N1CCCCC1	7.6	4.6	-9.7	5.3	i	7.3	46.6	0.8	0.1	3.6
O=C(Nc1cccc(S(=O)(=O)NCc2ccco2)c1)c1cc(-c2ccc(F)cc2)nc2ccccc12	6.1	-2.6	1.6	-4.4	i	16.2	10.3	-0.1	3.2	19.5
NC1=NC(=O)/C(=C/c2ccc(Br)cc2)S1	-1.8	-4.0	0.7	5.8	i	-9.1	9.8	-3.2	3.5	0.0
CC1CC(C)CN(C(=O)C2CCN(S(=O)(=O)c3ccc4c(c3)CC(C)N4C(=O)C3CC3)CC2)C1 (stereo not drawn)	9.5	·	-0.3	3.3	i	-9.0	14.0	-1.6	0.9	-4.6
O=C1NC(c2ccccc2)Nc2c1sc(=S)n2-c1ccccc1 (stereo not drawn)	-1.2	-2.4	10.0	6.4	i	0.6	14.8	1.1	-9.3	-1.6
CCCc1ccc(-c2cc(C(=O)N3CCN(c4ccccn4)CC3)c3ccccc3n2)cc1	-0.6	-0.4	-0.9	-3.2	i	-32.2	14.2	37.9*	-1.6	-20.4
CC(CCOC1=NS(=O)(=O)c2ccccc21)NC(=O)C(=O)Nc1ccccc1 (stereo not drawn)	3.4	·	-2.4	-1.0	i	-9.0	14.2	-0.1	-0.6	-0.2
Cc1cccc(OCC(=O)Nc2cc(C)on2)c1	-9.5	-5.5	-3.1	-3.9	i	-1.7	30.8	3.3	-0.6	-3.2

This part in full, from the start:
SMILES	Platelet DG rel	DYRK1A inh	GSK3 alpha inh	HDAC3 inh	PolyA inh	HSF-1 act	AI-2 QS mod	HSP90 refold inh	GSK3beta inhib	HSF1 inhib
Cc1ccc(-c2nc3ccsc3c(=O)[nH]2)cc1	1.7	-1.1	-0.2	-3.9	i	41.5	12.3	-1.8	0.4	8.2
Cc1ccc(C)n1-c1ccccc1N1CCCCC1	7.6	4.6	-9.7	5.3	i	7.3	46.6	0.8	0.1	3.6
O=C(Nc1cccc(S(=O)(=O)NCc2ccco2)c1)c1cc(-c2ccc(F)cc2)nc2ccccc12	6.1	-2.6	1.6	-4.4	i	16.2	10.3	-0.1	3.2	19.5
NC1=NC(=O)/C(=C/c2ccc(Br)cc2)S1	-1.8	-4.0	0.7	5.8	i	-9.1	9.8	-3.2	3.5	0.0
CC1CC(C)CN(C(=O)C2CCN(S(=O)(=O)c3ccc4c(c3)CC(C)N4C(=O)C3CC3)CC2)C1 (stereo not drawn)	9.5	·	-0.3	3.3	i	-9.0	14.0	-1.6	0.9	-4.6
O=C1NC(c2ccccc2)Nc2c1sc(=S)n2-c1ccccc1 (stereo not drawn)	-1.2	-2.4	10.0	6.4	i	0.6	14.8	1.1	-9.3	-1.6
CCCc1ccc(-c2cc(C(=O)N3CCN(c4ccccn4)CC3)c3ccccc3n2)cc1	-0.6	-0.4	-0.9	-3.2	i	-32.2	14.2	37.9*	-1.6	-20.4
CC(CCOC1=NS(=O)(=O)c2ccccc21)NC(=O)C(=O)Nc1ccccc1 (stereo not drawn)	3.4	·	-2.4	-1.0	i	-9.0	14.2	-0.1	-0.6	-0.2
Cc1cccc(OCC(=O)Nc2cc(C)on2)c1	-9.5	-5.5	-3.1	-3.9	i	-1.7	30.8	3.3	-0.6	-3.2
Cc1cccc(NC(=O)CCNS(=O)(=O)c2cccc3nonc23)c1C	3.5	-1.9	-2.0	3.4	i	0.8	14.3	-1.2	-0.3	-4.0
Fc1ccc(C(CCCn2nnc(-c3cccnc3)n2)c2ccc(F)cc2)cc1	0.8	0.4	-3.0	4.8	i	23.0	27.3	0.9	0.0	9.1
Cc1cccc(Cc2cnc(N3C(=N)SC(C)C3=O)s2)c1 (stereo not drawn)	-1.3	·	-1.3	8.9	i	22.6	78.1	1.2	1.6	17.5
Cc1c(C#N)c(SCC(N)=O)nc2c1CCCC2	-6.7	26.0	3.3	-3.0	i	0.5	19.6	0.7	-1.2	-3.4
CCN(CC)c1ccc(/C=N/N(c2ccccc2)c2ccccc2)c(O)c1	-7.2	4.0	2.9	-2.6	i	-34.1	22.6	4.5	-2.0	-16.7
CC1=C(C(=O)OCc2ccccc2)C(c2ccc(C(C)(C)C)cc2)NC(=O)N1CCCCCC(=O)O (stereo not drawn)	-4.9	-14.3	-5.7	6.6	i	27.6	19.8	-2.3	1.7	0.1
CC1(C(=O)NC2CCCCCCC2)CCC(=O)N1Cc1cccnc1 (stereo not drawn)	2.2	0.9	0.1	2.6	i	-2.6	13.3	-3.0	1.6	-8.8
Cc1cc(Br)cc(Cl)c1OCC(=O)NC(=O)NCc1ccccc1	1.1	1.2	0.6	-4.0	i	1.7	7.4	-0.7	2.2	9.0
O=C(Cc1ccc2c(c1)OCCO2)N1CCN(S(=O)(=O)c2ccccc2C(F)(F)F)CC1	-4.2	-2.8	-7.9	-3.3	i	-11.4	20.6	2.1	-0.5	-2.4
N#CC1(NC(=O)COc2ccccc2[N+](=O)[O-])CCCCC1	-5.8	0.3	-3.1	-5.2	i	-6.3	29.4	·	-2.0	8.9
Cn1c(=O)[nH]c(=O)c2c1nc(SCCO)n2CCCc1ccccc1	9.7	-1.8	-1.2	?	i	-1.5	-1.5	1.3	1.5	6.6
CN1c2ccccc2N(C)C1(C)c1cccc2ccccc12	-0.7	-6.3	-0.4	0.6	i	6.6	37.1	1.4	-2.6	-10.1
Cc1ccccc1N1CC(C(=O)Nc2ccc(S(=O)(=O)NCC3CCCO3)cc2)CC1=O (stereo not drawn)	5.7	-1.7	0.8	-1.3	i	-49.9	18.0	6.4	-0.6	-33.2
Cc1cc(C)cc(NC(=O)CSc2nc(=O)n(CCN3CCOCC3)c3c2CCCC3)c1	21.8	9.1	-2.6	-3.4	i	-4.4	6.6	·	1.9	5.5
Cc1ccc(NS(=O)(=O)c2cccs2)c(C)c1	-3.6	-4.1	14.2	-6.7	i	19.4	·	-1.0	·	-5.3
CSc1ccc(CCNC(=O)c2cc(C)nn2-c2ccccc2)cc1	-0.5	-0.7	-1.0	0.8	i	23.9	-0.9	-1.0	-4.8	9.7

Remaining list, next part
SMILES	Platelet DG rel	DYRK1A inh	GSK3 alpha inh	HDAC3 inh	PolyA inh	HSF-1 act	AI-2 QS mod	HSP90 refold inh	GSK3beta inhib	HSF1 inhib
Cc1cc(N(CC(=O)O)S(C)(=O)=O)ccc1Br	-8.8	3.4	0.1	12.1	i	-5.2	3.2	2.9	-1.9	-11.3
CC(C)(C)c1cc(-c2ccccc2)no1	-0.4	0.0	-2.6	-1.5	i	-15.0	-11.4	0.6	3.5	-4.3
COc1cc(/C=C/C(=O)NCCn2c(C)cc3ccccc32)cc(OC)c1OC	5.4	-6.9	-0.8	·	i	-13.1	26.1	0.0	-1.3	-9.3
COCCn1c(SCC(=O)NCCc2ccc(OC)c(OC)c2)nc2c([nH]c3ccccc32)c1=O	1.1	-2.4	-1.5	-4.0	i	0.4	17.7	-3.8	-2.0	0.9
O=C(Nc1ccccc1)NC1CCCCNC1=O (stereo not drawn)	3.9	·	-2.6	2.6	i	-6.2	7.1	-1.8	-4.9	-0.9
Cn1c(CCNC(=O)c2ccc(F)cc2)nc2ccccc21	1.4	3.1	-1.7	-5.6	i	1.9	17.5	0.9	0.0	-0.5
COc1ccc(CCN2C(=O)CN(Cc3ccccc3)CC2=O)cc1OC	0.4	0.9	-4.2	-12.1	i	-1.3	13.3	1.7	2.9	-6.7
N#Cc1ccsc1NC(=O)c1ccc(Cl)c([N+](=O)[O-])c1	-3.4	-2.1	8.2	-1.7	i	11.8	30.3	1.2	1.0	9.8
COc1ccccc1N(CC(=O)N1CCc2ccccc2C1)S(C)(=O)=O	-0.7	33.7	3.0	-2.4	i	-5.1	0.0	-1.6	-28.3	6.0
COC(=O)COc1ccc(-c2ccc(F)cc2)cc1C=O	-4.9	10.2	5.4	1.3	i	-18.8	28.5	-2.7	-0.1	-2.6
CCC(=O)N1CCCc2ccccc21	-2.6	-6.5	-1.3	-2.1	i	-1.9	-8.5	2.1	-0.1	0.1
CC(C)(C)OC(=O)N1CCC[C@H]1C(=O)NCc1ccc(Cl)cc1Cl	7.4	-3.0	-1.1	0.2	i	7.0	10.0	-3.5	1.5	-0.8
C=CCn1c(SCc2ccccc2C#N)nnc1-c1ccccc1O	3.0	10.0	-3.9	-2.6	i	-6.7	20.4	1.1	0.7	-0.2
CC12CCC(C/C1=N/NC(=O)COc1ccccc1Cl)C2(C)C (stereo not drawn)	6.4	4.0	-0.1	1.9	i	-1.6	14.9	-0.6	-0.7	-6.4
Cc1cc2nnc(SCC(=O)N3CCCCC3)n2c(N)n1	-14.2	3.4	-1.0	-4.3	i	-10.1	21.6	-2.1	6.3	1.4
Cc1ccccc1C(=O)NC1CCN(Cc2nnnn2Cc2ccc(F)cc2)CC1	3.5	-2.3	-2.6	2.9	i	-9.0	15.6	1.9	3.1	-5.8
Cn1c(SCC(=O)Nc2ccc(NC(=O)c3cccc(F)c3)cc2)nnc1-c1ccncc1	-1.8	·	-1.9	-4.1	i	-8.5	-3.6	-0.6	-0.5	-6.8
COc1ccc(/C=C(\C#N)C(=O)Nc2cc(S(=O)(=O)N3CCOCC3)ccc2N2CCCC2)cc1	2.2	-3.1	-0.7	4.8	i	4.4	16.5	-2.7	-4.8	3.9
Cc1cc(=O)oc2c3c(cc(OCC(=O)NCc4ccco4)c12)OC(C)(C)CC3	-0.5	13.3	-0.8	-60.8	i	5.8	26.5	2.0	0.8	3.3
Cc1cc(C)c[n+](-c2[nH]c(=O)sc2/C=N/N=C(\N)[S-])c1	10.1	2.3	1.9	12.6	i	0.3	25.3	0.9	0.9	-8.7
COc1ccc(NC(=O)c2ccc(NC3CC(=O)N(c4ccc(C)cc4C)C3=O)cc2)cc1 (stereo not drawn)	3.7	0.4	-1.9	0.4	i	-5.9	14.5	3.1	0.8	-3.3
CCCCN(CCCC)S(=O)(=O)c1ccc(NC(=O)c2ccc([N+](=O)[O-])cc2Cl)cc1	11.7	-3.9	-0.8	9.4	i	16.6	38.3	3.1	-0.5	5.6
COc1ccc(Br)cc1C(=O)Nc1ccccc1-c1ccccc1	-13.1	3.7	-3.8	4.6	i	-1.1	24.5	-0.4	-1.7	0.7
CCOC(CNC(=O)Cc1c(C)nc2c(-c3ccccc3)c(C)nn2c1C)OCC	5.9	0.8	-1.4	7.0	i	4.5	15.6	-0.2	-1.9	-1.7
